# PAFAH2 FP inh – inhibitors of human PAFAH2; inhibition, % at 3.39 µM; hit rate 0.99% among 340,000; recombinant PAFAH2, FP-rhodamine activity probe, fluorescence polarization; Q99487;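 active = inhibition above the mean over all tested compounds plus 3 SD, cut at about 30% in these data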;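 also: inhibitors block probe labeling of enzyme so polarization drops; 0% = enzyme with DMSO and 100% = wells lacking PAFAH2 protein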
# pPAFAH FP inh – pPAFAH (human) enzyme inhibition | recombinant pPAFAH, FP-rhodamine probe fluorescence polarization | hit rate 1.5% among 330,000 | Q13093 | inhibition, % at 3.39 µM;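 active = inhibition above the mean inhibition across the screen plus 3 SD, cut at about 25% in these data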;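 also: inhibitors block binding of the rhodamine activity-based probe so polarization drops; 0% = enzyme with DMSO and 100% = wells lacking pPAFAH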
# LYPLA1 counter – blocks human lysophospholipase 1, a PME1 counter-screen | hit rate 0.16% among 320,000 | AID 2174 | recombinant LYPLA1, FP-Rh probe fluorescence polarization | inhibition, % at 5.9 µM;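 active = inhibition above the mean of all tested compounds plus 3 SD, set per campaign, cut at about 14% in these data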;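 also: inhibitors block serine hydrolase probe labeling of LYPLA1 so polarization falls; 0% = enzyme with DMSO and 100% = wells lacking LYPLA1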
# Target sequence (O75608 whole entry, looked up): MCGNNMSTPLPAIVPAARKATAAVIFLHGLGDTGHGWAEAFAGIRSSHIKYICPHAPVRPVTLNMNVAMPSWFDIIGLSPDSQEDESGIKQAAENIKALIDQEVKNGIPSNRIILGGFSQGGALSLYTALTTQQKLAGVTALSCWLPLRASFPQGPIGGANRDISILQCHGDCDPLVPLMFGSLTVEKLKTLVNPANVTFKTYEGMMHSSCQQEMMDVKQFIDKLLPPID
# PAD4 FP inh – PAD4 (human) enzyme inhibition | Q9UM07 | recombinant PAD4, RCA probe fluorescence polarization | inhibition, % at 6.36 µM | hit rate 0.41% among 330,000;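 active = percent inhibition above a cutoff equal to the mean of all tested compounds plus 3 SD, cut at about 15% in these data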;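 also: 0% = PAD4 with RCA probe and DMSO and 100% = probe without PAD4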
# PAFAH1B2 inh – inhibitors of human PAFAH1B2 | inhibition, % at 3.39 µM | AID 492953 | hit rate 1.2% among 340,000 | recombinant PAFAH1B2, FP-rhodamine activity probe, fluorescence polarization;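 active = inhibition above the mean of all tested compounds plus 3 SD, cut at about 24% in these data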;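 also: 0% = enzyme with DMSO and 100% = wells lacking PAFAH1B2; many of its hits are not listed in these tables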
# Target sequence (P68402 whole entry, looked up): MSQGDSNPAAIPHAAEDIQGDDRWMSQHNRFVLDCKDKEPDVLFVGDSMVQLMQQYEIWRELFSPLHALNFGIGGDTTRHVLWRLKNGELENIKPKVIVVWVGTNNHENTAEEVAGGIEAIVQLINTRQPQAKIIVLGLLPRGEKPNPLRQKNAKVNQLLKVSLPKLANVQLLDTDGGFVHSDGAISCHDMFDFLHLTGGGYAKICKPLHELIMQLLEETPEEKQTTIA
# PME-1 inh – blocks human protein phosphatase methylesterase 1 | recombinant PME-1, FP-Rh probe fluorescence polarization | inhibition, % at 5.9 µM | hit rate 0.53% among 320,000 | AID 2130;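 active = inhibition above the campaign mean of all compounds plus 3 SD, cut at about 26% in these data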;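 also: competitive labeling of PME-1 active site by serine hydrolase directed probe; 0% = PME-1 with DMSO and 100% = wells lacking PME-1 enzyme; inhibitors block probe labeling so polarization falls and inhibition rises; many of its hits are not listed in these tables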
# PAFAH1B3 FP inh – blocks human PAF acetylhydrolase 1B catalytic subunit 3. hit rate 0.28% among 340,000. inhibition, % at 3.39 µM. recombinant PAFAH1B3, FP-rhodamine probe, fluorescence polarization. Q15102;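 active = inhibition above the screen-wide average of all tested compounds plus 3 SD, cut at about 25% in these data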;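 also: 0% = enzyme with DMSO only and 100% = wells lacking PAFAH1B3 protein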
# GSTO1 counter – counter-screen for RBBP9 inhibitors: inhibitors of human GSTO1; hit rate 1.1% among 300,000; recombinant GSTO1, activity-based probe fluorescence polarization; P78417; inhibition, % at 5.96 µM;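 active = inhibition above the campaign mean inhibition plus 3 SD, cut at about 35% in these data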;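 also: 0% = GSTO1-1 with DMSO and 100% = wells lacking GSTO1-1 enzyme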
# Target sequence (P78417 whole entry, looked up): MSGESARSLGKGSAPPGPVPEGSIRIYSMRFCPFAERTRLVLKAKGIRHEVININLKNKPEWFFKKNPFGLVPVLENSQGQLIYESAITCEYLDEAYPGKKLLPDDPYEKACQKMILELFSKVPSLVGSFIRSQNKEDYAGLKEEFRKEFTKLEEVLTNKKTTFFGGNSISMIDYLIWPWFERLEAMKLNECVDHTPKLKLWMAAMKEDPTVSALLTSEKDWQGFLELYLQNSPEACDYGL
# LYPLA2 counter – counter-screen for PME1 inhibitors: inhibitors of human LYPLA2; inhibition, % at 5.9 µM; O95372; hit rate 0.38% among 320,000; recombinant LYPLA2, FP-Rh probe fluorescence polarization;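 active = inhibition above the screen-wide mean plus 3 SD, limit set per campaign, cut at about 26% in these data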;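 also: 0% = LYPLA2 with DMSO and 100% = wells lacking LYPLA2 enzyme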
# Target sequence (O95372 whole entry, looked up): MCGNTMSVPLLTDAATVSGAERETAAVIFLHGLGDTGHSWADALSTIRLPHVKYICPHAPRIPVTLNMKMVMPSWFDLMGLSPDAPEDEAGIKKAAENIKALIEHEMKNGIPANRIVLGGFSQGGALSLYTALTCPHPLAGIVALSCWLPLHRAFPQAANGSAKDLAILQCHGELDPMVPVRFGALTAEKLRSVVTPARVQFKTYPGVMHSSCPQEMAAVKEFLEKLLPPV
# Starred values were filed as active, the others as inactive; . = no result given.
SMILES,PAFAH2 FP inh,pPAFAH FP inh,LYPLA1 counter,PAD4 FP inh,PAFAH1B2 inh,PME-1 inh,PAFAH1B3 FP inh,GSTO1 counter,LYPLA2 counter
COc1ccc(C2C(C(=O)Nc3ccccc3)=C(C)N=C3SCC(=O)N32)cc1 (stereo not given),-7,-2,-6,5,1,1,-2,11,-3
CCOC(=O)c1ccc(NC(=O)c2cccc(S(=O)(=O)N3c4ccccc4CC3C)c2)s1 (stereo not given),-66,-35,-40,1,-28,-49,-73,-61,-48
COc1ccc(N2CCN(CC(=O)Nc3sccc3C#N)CC2)cc1,-1,9,2,0,6,4,-7,4,12
COc1ccc(NC(=O)c2c3c(nc4ccccc24)CCC3)cc1S(=O)(=O)N1CCOCC1,0,26*,-4,2,1,6,6,5,-1
C[C@@H]1O[C@@H](O[C@H]2[C@H](Oc3cc(O)c4c(c3)OC(c3ccc(O)cc3)CC4=O)O[C@H](CO)[C@@H](O)[C@@H]2O)[C@H](O)[C@H](O)[C@H]1O (stereo not given in full),-4,7,-1,-3,3,3,-7,-1,7
N#Cc1ccccc1NC(=O)COC(=O)C1CCN(C(=O)c2ccc(Cl)cc2)CC1,6,17,-2,-3,0,-6,0,.,2
CCCC(C(=O)NC1CCCC1)N(C(=O)c1snc(C(N)=O)c1N)c1ccc(OCC)cc1 (stereo not given),3,-3,-3,-1,-5,-2,-4,-6,-3
Cc1c(Cl)c([N+](=O)[O-])nn1CCCC(=O)Nc1c(Cl)cccc1Cl,7,-1,-4,-1,5,1,8,-1,-7
COC(=O)N(C)c1nc2ccccc2s1,-1,2,0,-2,2,1,1,5,11
C=CCOc1ccc(C2NC(=O)NC(C)=C2C(=O)OC)cc1 (stereo not given),9,8,-2,-2,-6,-5,0,-7,7
O=c1[nH]c(CSc2nnc(-c3ccccc3)n2C2CCCCC2)nc2ccccc12,-13,-4,-4,-11,2,-5,3,-65,-6
Cc1n[nH]c(=O)n1-c1ccc(Oc2ccccc2)cc1,-1,-1,-1,0,-4,4,12,1,11
Cn1cnnc1SCC(=O)Nc1ccc2ccccc2c1,0,-2,-1,-5,2,-3,-1,.,6
Cc1cc(OC(=O)c2cccc(Br)c2)c([N+](=O)[O-])c(=O)[nH]1,3,1,-1,-1,12,-4,7,-3,1
CC(=O)N1CCc2c(sc(NC(=O)CCS(=O)(=O)c3ccccc3)c2C#N)C1,0,0,-2,0,-3,-1,-1,7,3
COc1ccc(C(=O)C2CCCN(Cc3ccc(C#CCCO)cc3)C2)c(OC)c1 (stereo not given),-4,-3,3,0,3,4,1,-7,5
CC(C)OC(=O)CC1=NC(=O)CS1,2,8,5,-5,-1,5,3,7,4
CC(C)Cc1cc(C(=O)N2CCCC(CO)(Cc3ccc(F)cc3F)C2)n[nH]1 (stereo not given),-7,1,1,-1,3,0,1,6,9
Cc1ccccc1-c1nc(CN2CCC(C(=O)NCc3cccs3)CC2)c(C)o1,-6,5,0,-1,1,-2,0,-1,0
CCc1nnc(NC(=O)c2ccc(-c3cc(C(F)(F)F)ccc3Cl)o2)s1,-2,-1,-2,0,2,-1,-1,-6,5
COc1cc(/C=N/NC(=O)C(=O)/C=C2\NC(C)(C)Cc3ccccc32)ccc1O,-1,8,0,7,6,10,-4,7,-3
O=C(O)c1ccccc1NS(=O)(=O)c1cccc(C(F)(F)F)c1,11,2,2,-3,11,-3,7,-8,5
CC(C)(C)c1cc(/C=N/O)cc(C(C)(C)C)c1O,4,0,-2,-2,9,7,2,-4,-4
CCC(=O)Nc1cc(C(=O)O)ccc1Sc1ccc(C)cc1,2,0,5,1,16,-6,5,-7,4
Cc1csc2nc(COC(=O)c3cccc(N(C)C)c3)cc(=O)n12,4,2,-1,1,-2,4,7,.,7
O=C(c1cc(Cl)nc2ccccc12)N1CCN(S(=O)(=O)c2cccc(F)c2)CC1,1,2,2,2,9,-2,-5,-7,5
O=C(Nc1cccc(C(=O)Nc2ccccc2F)c1)c1ccccc1,1,5,-4,-2,-1,-3,4,-4,-4
CCN(CC(=O)Nc1ccc(OC)cc1)CC(=O)Nc1ccc(Br)cc1F,-2,2,-2,-5,2,4,0,3,-2
Cc1noc(C)c1C(=O)Nc1nc2ccc(S(C)(=O)=O)cc2s1,-2,-1,-4,0,-1,-2,-1,-1,-1
Cc1nn(CC(=O)N2CCN(c3ccccn3)CC2)c(=O)c2cc3sccc3n12,-3,6,-3,-3,-1,-5,3,-14,-2
COC(=O)CC1(c2ccc(OC)cc2)C(=O)c2ccccc2C1=O,1,-2,-3,-4,7,0,4,10,-1
COc1cc(C(=O)Nc2ccc(OCC(=O)N3CCOCC3)cc2C)cc(OC)c1OC,-21,-1,4,2,-4,-10,5,24,-1
COc1cccc(Oc2nc(N)ncc2[N+](=O)[O-])c1,3,-5,3,-3,0,0,0,-2,5
Cc1ccc(NC(=O)c2ccc3ncsc3c2)cc1S(=O)(=O)N(C)C,.,9,-6,14,.,-6,.,-17,-11
C[C@H](CO)N1C[C@H](C)[C@@H](CN(C)S(=O)(=O)c2cccs2)Oc2c(NC(=O)c3ccncc3)cccc2C1=O,-3,4,.,3,3,.,9,.,.
Cc1ccc(C(=O)NNC(=O)c2ccccc2O)cc1S(=O)(=O)N1CCCCC1,8,14,0,7,10,4,8,7,2
COc1ccc(C(=O)Nc2nnc(S(=O)(=O)Cc3ccc(F)cc3)s2)cc1,2,2,4,7,7,-5,8,-11,2
CCOc1ccccc1C(=O)Nc1nnc(C(C)C)s1,2,0,2,-1,-3,1,0,-2,10
O=C(Cn1ncc2c([nH]c3ccccc32)c1=O)NCC1CCN(Cc2ccc(F)cc2)CC1,4,-2,1,-5,1,-9,1,-36,-8
O=C(COC(=O)c1c2c(nc3ccccc13)CCCCC2)c1ccc(Cl)s1,-8,-1,-7,5,-1,-9,-6,11,-12
COc1ccccc1C(=O)NC(C)c1nc2ccccc2[nH]1 (stereo not given),15,2,-1,2,2,-4,5,5,-7
O=C(N/N=C/c1coc2ccccc2c1=O)c1cc(Br)ccc1O,8,17,-3,-32,9,-2,17,3,7
Cc1ccccc1OCc1nnc(SCC(=O)O)n1Cc1ccccc1,-4,-9,1,-1,6,-7,9,8,1
NC(=O)CSc1nnc(Cn2c(=O)sc3ccccc32)n1CCc1ccccc1,-3,4,1,-2,3,2,2,0,-8
CCC(C)[C@H](NC(=O)c1cc2cc(Cl)ccc2n1C)C(=O)N1CCC(C(=O)O)CC1 (stereo not given in full),1,11,2,3,4,-5,-1,3,5
Nc1nc(N)c2c(ccc3nccc32)[nH]1,4,7,1,-4,1,1,10,7,2
CCCCOCCCNC(=O)Cc1ccccc1OC,-1,4,-3,4,2,2,9,0,-4
O=C1c2ccccc2C(=O)N1Cc1cc(-c2ccccc2)no1,3,0,-2,2,5,-1,-1,0,5
CC1CN(C(=O)COC(=O)c2cc(S(N)(=O)=O)c(Cl)cc2Cl)CC(C)O1 (stereo not given),1,6,4,2,2,-3,10,2,10
CCc1noc(C)c1C(=O)NCCc1ccc(S(N)(=O)=O)cc1,-3,1,0,-1,3,-1,7,-8,4
CC(=O)Nc1ccc(C(=O)N/C(=C/c2ccccc2)C(=O)NCc2ccco2)cc1,0,-1,4,-4,-2,3,9,5,4
CC(=O)c1ccc[n+](CC(=O)NC(C)c2ccccc2)c1 (stereo not given),2,0,-2,7,1,-3,7,3,-2
Cc1cccn2c(=O)c3cc(C#N)c(=N)n(Cc4ccncc4)c3nc12,.,1,-1,5,.,-1,.,1,-2
C=CCN1c2ccccc2[C@]23C[C@@H](C(=O)OC)N(C(=O)c4ccco4)C2=NC(C(=O)OC)=C(C(=O)OC)[C@H]13,0,-3,1,-1,3,-3,1,12,0
CCc1ccc2oc(C(=O)N3CCN(C)CC3)cc(=O)c2c1,3,7,2,1,4,-1,6,-7,-1
CS(=O)(=O)N1CCN(c2nc(-c3ccccc3)cs2)CC1,-1,5,-1,0,4,-2,10,-9,-4
O=C(NCC1CCCO1)c1ccc(Oc2ccc([N+](=O)[O-])cc2Cl)cc1 (stereo not given),7,15,-2,-4,5,-3,1,6,6
COC(=O)C(C)NC(=O)C(C)NC(=O)OCc1ccccc1 (stereo not given),-1,0,-2,0,1,1,0,1,-6
Cc1ccccc1NC(=O)N1CCCC1C(=O)NCc1cccs1 (stereo not given),0,0,0,1,4,-4,1,-2,0
O=C(Nc1ccc(Cl)c(S(=O)(=O)N2CCCCC2)c1)c1cccnc1,0,0,-8,3,-5,2,4,.,-10

# Next section.
SMILES,PAFAH2 FP inh,pPAFAH FP inh,LYPLA1 counter,PAD4 FP inh,PAFAH1B2 inh,PME-1 inh,PAFAH1B3 FP inh,GSTO1 counter,LYPLA2 counter
CSc1ncc(C(=O)Nc2ccc(C(C)=O)cc2)c(-c2ccccc2)n1,-1,-5,0,-6,1,-5,1,-8,-4
CC(C)P(=O)(c1cccc(C(=O)O)c1)C(C)C,-4,5,0,-3,-3,3,7,-2,-8
COc1ccc(NS(=O)(=O)c2cccc(C(=O)NNC(=O)c3cc(S(N)(=O)=O)ccc3OC)c2)cc1,0,25*,0,3,-1,-4,-3,2,-2
Cc1ccc(S(=O)(=O)NC(Cc2ccccc2)C(=O)NN)cc1 (stereo not given),2,-8,-3,2,9,-10,12,6,-5
NC(=NC1CCCCC1)c1ccc([N+](=O)[O-])cc1,1,2,5,8,-2,-3,7,9,8
COc1ccc(/C=C(/NC(=O)c2ccco2)C(=O)N2CCCCC2)cc1,-2,4,-1,-1,4,4,11,3,6
COc1ccc(Oc2nc(C)cc(C)c2S(C)(=O)=O)cc1,6,-12,-1,-5,3,-6,1,1,-6
COCCCn1c(SCC(=O)N2CCOCC2)nnc1-c1ccco1,-1,3,-2,3,3,-3,0,6,-3
COc1cc2oc3ccccc3c2cc1N(CC(=O)N(C)C)S(=O)(=O)c1ccccc1,12,3,-1,1,1,-2,1,-1,5
COc1cccc(CC(=O)NCCCSc2ccccc2)c1,1,7,-1,1,8,-2,11,3,5
CCOC(=O)C1C(c2cccs2)NC(=O)NC1(O)C(F)(F)F (stereo not given),3,1,-2,0,2,-4,11,3,0
O=C(CSc1nnc(CNc2ccccc2)o1)N1CCN(C(=O)c2ccco2)CC1,-7,4,2,-1,-5,2,-3,-2,4
COc1ccc(NC(=O)c2ccccc2N2C(=O)C3C4C=CC(C5CC45)C3C2=O)c(OC)c1 (stereo not given),1,-1,-1,-1,4,3,4,11,-5
COc1ccc(/C=C/C(=O)c2ccc(NC3=NCCCS3)cc2)cc1OC,5,1,-1,-2,-2,-6,3,-6,-8
CCc1nc(N)c(C#N)c(-c2ccc(F)cc2)c1C,2,5,4,2,7,4,-2,6,12
Cc1ccc(CNC(=O)CN2C(=O)C3(OCCCO3)c3ccccc32)cc1,-3,12,-2,0,5,5,6,-1,-4
COc1ccc(OCCNC(=O)c2ccccc2OCC(=O)Nc2ccc(NC(C)=O)cc2)cc1,9,4,-4,-2,5,-6,3,3,-5
Cc1c(C(=O)C(=O)NCCCn2ccnc2)c2ccccc2n1C,-4,-7,-1,-5,2,-1,5,10,-2
CC(C)CCNC(=O)COC(=O)c1ccc(Br)o1,22,3,4,1,1,1,8,-3,3

# Screening results from PubChem.

# Not all compounds are listed (hit frequency here may not be typical).
